mIAP activ = activators of mouse IAP, primary screen, biochemical, luminescence, uHTS | hit rate 0.24% among 330,000 | activation factor at 10 µM | muIAP, CDP-Star luminescence, 30 min; stronger effect = higher value; 1 = vehicle-only enzyme signal, 0 = enzyme-free wells | intestinal alkaline phosphatase [Mus musculus];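 active = activation factor of at least 2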; also: the source names both 10 and 20 µM as test concentration; values of inactives mirror those of a sister screen read the other way
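Assay system: mouse IAP enzyme; Reagent: CDP-Star chemiluminescent phosphatase substrate; Compound: DMSO-dissolved test compounds; Incubation: 30 min, room temperature; Technique: luminescence from enzymatic CDP-Star hydrolysis; Controls: DMSO-only wells and no-enzyme negative control.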
hIAP block = human IAP inhibitors, primary screen, biochemical, luminescence, uHTS; Intestinal-type alkaline phosphatase (Homo sapiens), P09923; purified IAP, CDP-Star luminescence, 30 min; inhibition, % at 10 µM; hit rate 0.12% among 330,000;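 active = inhibition reaching a set limit with compound at 10 µM in the primary screen, cut at about 35% in these data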;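 also: plate controls were DMSO wells with enzyme for no effect and no-enzyme buffer wells for full effect; values of inactives mirror those of a sister screen read the other way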
APOBEC3A inh = APOBEC3A ssDNA deaminase inhibitors, primary screen, selectivity assay for APOBEC3G inhibitor project, biochemical, FAM/TAMRA oligo cleavage fluorescence. recombinant A3A, FAM/TAMRA ssDNA deamination fluorescence. inhibition, % at 20 µM. hit rate 0.41% among 330,000;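 active = at least 40% inhibition at 20 µM here, with at most 30% in a related deaminase screen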;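 also: plate controls were A3A with DMSO for no effect and wells lacking A3A enzyme for full effect; some results filed as inactive read as strong as hits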
Target sequence (P31941 whole entry, looked up): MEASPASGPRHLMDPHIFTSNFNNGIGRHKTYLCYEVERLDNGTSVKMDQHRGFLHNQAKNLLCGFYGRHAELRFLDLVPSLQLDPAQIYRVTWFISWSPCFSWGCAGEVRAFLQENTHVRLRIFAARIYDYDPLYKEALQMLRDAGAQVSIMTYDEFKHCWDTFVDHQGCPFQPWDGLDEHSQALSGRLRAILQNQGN
MIN6 prolif = inducers of MIN6 beta-cell proliferation, primary screen, ATP luminescence, uHTS. MIN6 cells proliferation, ATPlite luminescence, 48 h; cells starved in 0.2% serum; 100% = growth in 10% serum. hit rate 0.29% among 330,000. proliferation, % at 10 µM;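 active = compounds whose signal lies at least 3.5 SD above the mean of all wells on their plate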;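 also: 0% = DMSO-treated cells in low-serum medium and 100% = 10% serum control; some compounds called inactive have numbers as strong as hits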
mIAP block = inhibitors of mouse IAP, primary screen, biochemical, luminescence, uHTS. purified mouse IAP, CDP-Star luminescence, 30 min. hit rate 0.2% among 330,000. AID 2806, 2010. inhibition, % at 10 µM;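 active = inhibition of at least 40% at 10 µM in the primary screen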;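 also: plate controls were DMSO with enzyme for no effect and no enzyme wells for full effect; values of inactives mirror those of a sister screen read the other way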
ATG4B inhibitor = ATG4B protease inhibitors, primary screen, biochemical, fluorescence, uHTS; inhibition, % at 8.33 µM; ATG4B cleavage of LC3-PLA2, NBD-HPC fluorescence, 1 h; hit rate 0.51% among 340,000; Cysteine protease ATG4B (Homo sapiens), Q9Y4P1; in the data active = inhibition above about 40%
Target sequence (Q9Y4P1 whole entry, looked up): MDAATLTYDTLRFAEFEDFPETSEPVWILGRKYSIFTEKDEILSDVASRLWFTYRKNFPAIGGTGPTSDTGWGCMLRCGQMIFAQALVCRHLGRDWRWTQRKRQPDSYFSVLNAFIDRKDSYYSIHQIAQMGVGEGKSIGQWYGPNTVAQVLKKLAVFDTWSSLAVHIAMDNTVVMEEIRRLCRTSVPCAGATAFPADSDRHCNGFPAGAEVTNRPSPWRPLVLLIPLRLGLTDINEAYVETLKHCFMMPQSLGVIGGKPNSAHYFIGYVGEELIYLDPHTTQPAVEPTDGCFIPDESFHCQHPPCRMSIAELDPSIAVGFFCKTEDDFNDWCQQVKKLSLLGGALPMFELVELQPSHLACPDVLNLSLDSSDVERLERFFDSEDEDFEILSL
APOBEC3G inh = APOBEC3G DNA deaminase inhibitors, primary screen, biochemical, fluorescence, single-stranded DNA substrate, uHTS | recombinant A3G, ssDNA deamination FAM/TAMRA fluorescence | inhibition, % at 20 µM | hit rate 0.28% among 330,000 | AID 493012, 2011;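 active = inhibition of at least 40% at 20 µM, with no more than 30% in the related APOBEC3A deaminase screen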;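 also: plate controls were DMSO wells with A3G for no effect and wells lacking A3G enzyme for full effect; some compounds called inactive have numbers as strong as hits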
Target sequence (Q9HC16 whole entry, looked up): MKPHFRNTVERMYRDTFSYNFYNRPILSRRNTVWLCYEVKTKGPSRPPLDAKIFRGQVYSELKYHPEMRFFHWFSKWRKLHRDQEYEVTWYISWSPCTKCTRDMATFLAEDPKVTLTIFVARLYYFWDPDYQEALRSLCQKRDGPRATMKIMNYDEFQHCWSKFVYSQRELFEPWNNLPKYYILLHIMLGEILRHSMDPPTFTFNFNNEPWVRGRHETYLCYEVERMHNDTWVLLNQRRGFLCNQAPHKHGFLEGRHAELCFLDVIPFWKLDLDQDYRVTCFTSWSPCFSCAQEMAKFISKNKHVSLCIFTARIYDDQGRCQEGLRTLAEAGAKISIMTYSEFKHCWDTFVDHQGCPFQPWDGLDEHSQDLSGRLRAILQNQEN
hIAP activ = human IAP activators, primary screen, biochemical, luminescence, uHTS; hit rate 0.16% among 330,000; AID 2524, 2010; purified human IAP, CDP-Star luminescence, 30 min; stronger effect = higher value; 1 = vehicle-only enzyme, 0 = enzyme-free background; activation factor at 10 µM; Intestinal-type alkaline phosphatase (Homo sapiens), P09923;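 active = activation factor of the enzyme at least 2-fold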; also: the source names both 10 and 20 µM as test concentration; values of inactives mirror those of a sister screen read the other way
MPTP inh = mitochondrial permeability transition pore inhibitors, primary screen, biochemical, isolated mouse mitochondria, absorbance. Ca2+ swelling absorbance, 30 min. inhibition, % at 10 µM. hit rate 1.4% among 360,000. AID 602449, 2012;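 active = inhibition of 50% or more, scaled per plate between neutral and stimulator controls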;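 also: 0% = DMSO wells given calcium and 100% = 1 mM EGTA wells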
Starred values were filed as active, the others as inactive; / = no result given.

SMILES | mIAP activ | hIAP block | APOBEC3A inh | MIN6 prolif | mIAP block | ATG4B inhibitor | APOBEC3G inh | hIAP activ | MPTP inh
O=C(NC1CCCc2ccccc21)c1cccc(S(=O)(=O)N2CCOCC2)c1 (centres undefined) | 0.91 | 5 | 4 | 0 | 9 | -5 | -11 | 0.95 | 0.1
CCOC(=O)Cc1nn(CCc2ccccn2)c(=O)c2ccccc12 | 1 | -23 | -4 | -1 | -4 | 2 | -5 | 1.2 | -1.6
COCC1CCCCN1C(=O)c1ccc2nc(Cc3ccc(OC)c(OC)c3)oc2c1 (centres undefined) | 0.95 | 2 | -3 | 1 | 5 | 28 | -7 | 0.97 | 0.8
COc1ccccc1C1(O)C(=O)Nc2ccccc21 (centres undefined) | 1.1 | 1 | 0 | -3 | -7 | 3 | 3 | 0.99 | -0.6
C=CCn1nc([N+](=O)[O-])nc1Sc1cccc2cccnc12 | 0.96 | -11 | 2 | 0 | 4 | 0 | -6 | 1.1 | 5.2
NC(=O)CC(NC(=O)c1cccc(Br)c1)c1ccc(N2CCC(Br)CC2)c([N+](=O)[O-])c1 (centres undefined) | 1 | 10 | 0 | -6 | -1 | -6 | -7 | 0.9 | -0.7
c1ccc(-c2c[n+]3c(n2-c2ccccc2)CCC3)cc1 | 0.89 | -3 | 2 | -4 | 11 | 9 | -3 | 1 | 1.4
CCOC(=O)c1cnc(SC)nc1N | 1 | -7 | -4 | -1 | 0 | -3 | -8 | 1.1 | 1.9
O=C(COc1ccccc1)NCC(=O)N/N=C/C=C/c1ccccc1 | 0.93 | 9 | -2 | 0 | 7 | -2 | -7 | 0.91 | 0.0
N#Cc1nc(COc2ccc(F)cc2)oc1NCCCn1ccnc1 | 0.94 | -6 | -4 | 0 | 6 | -10 | -6 | 1.1 | -0.5
C=Cn1cc[n+](CC(=O)C(C)(C)C)c1 | 1.1 | -15 | 1 | -2 | -8 | 2 | -4 | 1.1 | 1.9
O=C(COC(=O)c1ccc2c(c1)OCCO2)Nc1cc(S(=O)(=O)N2CCOCC2)ccc1Cl | 1 | -11 | 1 | 0 | -2 | -9 | -1 | 1.1 | -1.2
CCOC(=O)c1cc(OC(=O)c2ccccc2Br)n(-c2ccccc2)n1 | 0.88 | 3 | -3 | -3 | 12 | 8 | -8 | 0.97 | -2.3
CCOC(=O)c1cc2sccc2n1CC(=O)N1CCCC1 | 0.98 | -6 | -4 | -2 | 2 | -15 | -3 | 1.1 | -2.6
O=C(N1CCCCC1)N1CCN(C(c2ccccc2)c2ccccc2)CC1 | 1.1 | -5 | -6 | -3 | -8 | 14 | -2 | 1.1 | -1.6
C=C(C)COc1ccc(-c2nc(N)nc(C)c2-c2ccc(OC)cc2)c(O)c1 | 0.92 | -5 | 3 | -3 | 8 | 14 | -1 | 1 | 1.5
CC(CNCC1CCCO1)COc1cccc2ccccc12 (centres undefined) | 1.1 | 11 | -2 | -1 | -12 | -5 | -5 | 0.89 | 0.0
O=C(Nc1ccc(N2CCOCC2)c(Cl)c1)c1ccc(Br)o1 | 1 | 16 | -2 | 0 | 0 | -10 | -3 | 0.84 | 7.9
COc1ccc(-n2c(N)c(C(=O)NCc3ccco3)c3nc4ccccc4nc32)c(OC)c1 | 0.95 | -18 | -5 | -1 | 5 | -12 | -5 | 1.2 | -0.4
C#CCOCCOCCOCCNc1nc(N2CCOCC2)nc(N2CCN(C(=O)[C@H](CO)n3cc([C@@H](N)C(C)C)nn3)CC2)n1 | 1.1 | -2 | -4 | -4 | -14 | -9 | -10 | 1 | -0.8
O=C(Nc1ccc(Oc2ccccc2)cc1)C1CC1 | 1.1 | -5 | 0 | -3 | -9 | -9 | -7 | 1.1 | 6.8
CC(=O)c1cccc(NC(=O)COc2ccccc2C(=O)c2cc(C#N)c(=O)n(C3CCCCC3)c2)c1 | 0.94 | -1 | 6 | 0 | 6 | 3 | 1 | 1 | 1.4
CC1(C)O[C@@H]2C[C@H]3[C@@H]4C[C@H](F)C5=CC(=O)CC[C@]5(C)[C@H]4[C@@H](O)C[C@]3(C)[C@]2(C(=O)CO)O1 | 1 | -13 | 1 | -5 | 0 | 8 | 1 | 1.1 | 0.5
O=C(CO)N/N=C/c1ccc(Cl)cc1 | 0.97 | 5 | 6 | 1 | 3 | -9 | -8 | 0.95 | -0.6
COc1ccccc1C(CNC(=O)C1CC(=O)N(Cc2ccccc2)C1)N1CCCC1 (centres undefined) | 1.1 | 2 | -1 | 2 | -14 | 0 | -6 | 0.98 | -2.0
CCOC(=O)c1nnn(-c2nonc2N)c1CN(C)Cc1ccccc1 | 1 | 5 | -1 | -2 | -3 | 7 | -3 | 0.95 | 3.0
CCc1ccc(N2C(=O)Nc3ccccc3C2(O)C(=O)N2CCN(c3ccccn3)CC2)cc1 (centres undefined) | 1.2 | -13 | -4 | -5 | -24 | 15 | 3 | 1.1 | 0.1
CC(C)Cn1c(-c2ccc(Br)cc2)c[nH]c1=S | 1.3 | -53 | -5 | 0 | -26 | 0 | -7 | 1.5 | 0.4
CC(C)CC(=O)Nc1cccc(NC(=O)CC(C)C)n1 | 1 | 11 | 2 | 1 | -1 | 1 | -4 | 0.89 | 0.8
COc1ccc2c(c1)C=C(CN1CCN(C3CCCC3)C(CCO)C1)CO2 (centres undefined) | 1.1 | -3 | -2 | 3 | -5 | -3 | -2 | 1 | 1.0
COc1cccc(OCC(=O)Nc2cc(Cl)ccc2Oc2ccccc2)c1 | 1 | -4 | 4 | -5 | -2 | 0 | 0 | 1 | 2.8
CCC(c1nnc(SCC(=O)NC2CCCCC2)n1Cc1ccccc1)N(C)C (centres undefined) | 0.99 | -4 | 1 | -1 | 1 | -12 | -5 | 1 | 0.8
COCCNC(=O)C(c1ccc(C)cc1)N(C(=O)CCC(=O)Nc1ccccn1)C1CCCCC1 (centres undefined) | 1 | -7 | -4 | -1 | -2 | 0 | -8 | 1.1 | -0.1
COc1ccc(S(=O)(=O)N2CCCCCC2)cc1C(=O)NCc1ccc(C)cc1 | 0.98 | -3 | 2 | -1 | 2 | 7 | 0 | 1 | 0.0
CCC1(c2ccccc2)NC(=O)N(CC(=O)NCc2ccncc2)C1=O (centres undefined) | 0.97 | -10 | -3 | -2 | 2 | 7 | -4 | 1.1 | -0.7
COc1ccc(/C=C2\N=C(c3ccccc3)N(c3ccc(C(=O)O)cc3)C2=O)cc1OC | 1 | 11 | 2 | 4 | -4 | -10 | -3 | 0.89 | 1.2
CN(CC(=O)NC1CCCCCC1)S(=O)(=O)c1ccccc1 | 1 | 1 | -6 | -2 | -5 | 11 | -8 | 0.99 | 0.8
CN(C)c1ccc(/C=C/C=C2/SC(=S)N(c3ccccc3)C2=O)cc1 | 0.71 | 28 | -5 | 0 | 29 | -5 | -1 | 0.72 | 58*
COCCCN1C(=O)C(=O)/C(=C(/O)c2ccc(OC(C)C)cc2)C1c1ccc(O)c(OC)c1 (centres undefined) | 1 | -15 | -1 | -4 | -3 | -2 | -1 | 1.2 | /
Cc1cccc(NC(=O)CN2C(=O)NC(C)(c3ccc4ccccc4c3)C2=O)n1 (centres undefined) | 1 | -16 | -1 | -3 | -1 | -11 | -7 | 1.2 | 0.1
CCOC(=O)c1c(C)[nH]c(C(=O)OC(C)C(=O)Nc2ccccc2OC)c1C (centres undefined) | 0.98 | -12 | 13 | 0 | 2 | 3 | 2 | 1.1 | -1.0
O=C1CC(c2ccccc2)n2nc(N3C(=O)c4ccccc4C3=O)nc2N1 (centres undefined) | 1.1 | -11 | 1 | -1 | -8 | 9 | -2 | 1.1 | -1.7
CC(C)Cn1c(CCC(=O)O)ccc1-c1cccs1 | 0.93 | 9 | -2 | -1 | 7 | 4 | -2 | 0.91 | 0.0
CC(C)CNC(=S)NC(=O)c1ccc(F)cc1 | 1 | -1 | -5 | 0 | 0 | -1 | -5 | 1 | 0.2
Oc1c(C=C2N=c3ccccc3=N2)sc(=S)n1C1CCCC1 | 0.88 | 30 | 0 | 0 | 12 | 4 | -5 | 0.69 | 83*
CCNC(=S)NNC(=O)c1csc(C)c1 | 0.95 | 2 | 2 | 0 | 5 | -11 | -2 | 0.98 | -2.0
COc1ccccc1N1CCN(CC(O)COc2c(OC)cccc2OC)CC1 (centres undefined) | 1.1 | 8 | 1 | 2 | -6 | 3 | 2 | 0.92 | 8.7
Cc1c(C(=O)NNC(=S)NCc2ccc(Cl)cc2)oc2ccccc12 | 0.95 | -62 | 5 | -5 | 5 | 38 | 3 | 1.6 | 4.5
COc1ccc(C2NC(=O)C(C#N)=C(S)N2c2cccc(C)c2)cc1OC (centres undefined) | 1.1 | -4 | -7 | -3 | -8 | -5 | -5 | 1 | -3.8
COc1ccc(CCN2C(=O)NC(NC(C)=O)(C(F)(F)F)C2=O)cc1OC (centres undefined) | 1.2 | -20 | -5 | -1 | -15 | -3 | -11 | 1.2 | 0.5
CC(=O)c1ccc(S(=O)(=O)NCCCC(=O)NCCc2ccccn2)cc1 | 0.93 | -1 | -1 | -2 | 7 | -7 | -3 | 1 | -0.4
COc1ccc2nc(C)cc(SCC(NC(C)=O)C(=O)OC(C)C)c2c1 (centres undefined) | 1 | -6 | 0 | 0 | -1 | -7 | -5 | 1.1 | 3.0
CSCCC(NC(=O)c1ccco1)C(=O)NCC1CCCO1 (centres undefined) | 1.1 | 14 | -1 | -4 | -5 | 4 | -5 | 0.86 | -1.1
Cc1cccc(S(=O)(=O)c2c(C)cc(C)nc2Cl)c1 | 1 | -18 | -5 | -3 | -4 | -12 | -9 | 1.2 | -1.7
COc1ccc(Cl)cc1NS(=O)(=O)c1cccc(C(=O)NCCCN2CCCC2=O)c1 | 0.86 | 20 | 1 | 1 | 14 | 6 | -3 | 0.8 | -0.1
CCNC(=O)c1c(NC(=O)C2COc3ccccc3O2)sc2c1CCCC2 (centres undefined) | 0.97 | 3 | 1 | -1 | 3 | -4 | -5 | 0.97 | -5.5
Cc1ccc(Cn2ncc3c(N4CCN(C5CCCC5)CC4)ncnc32)cc1 | 1.1 | -10 | -3 | 1 | -10 | -26 | -2 | 1.1 | 2.1

A second format for part of the listing above.
Screens in order – mIAP activ	hIAP block	APOBEC3A inh	MIN6 prolif	mIAP block	ATG4B inhibitor	APOBEC3G inh	hIAP activ	MPTP inh
COc1ccc2nc(C)cc(SCC(NC(C)=O)C(=O)OC(C)C)c2c1 (centres undefined)
→ 1	-6	0	0	-1	-7	-5	1.1	3.0
Cc1cccc(S(=O)(=O)c2c(C)cc(C)nc2Cl)c1
→ 1	-18	-5	-3	-4	-12	-9	1.2	-1.7
COc1ccc(CCN2C(=O)NC(NC(C)=O)(C(F)(F)F)C2=O)cc1OC (centres undefined)
→ 1.2	-20	-5	-1	-15	-3	-11	1.2	0.5
Cc1ccc(Cn2ncc3c(N4CCN(C5CCCC5)CC4)ncnc32)cc1
→ 1.1	-10	-3	1	-10	-26	-2	1.1	2.1

Screening results from PubChem BioAssay.
